Luc counter – counter-screen: inhibitors of Kinase-Glo firefly luciferase | Kinase-Glo luciferase, ATP luminescence, 8 min | Potency, µM (titrated, usually from 38.3 µM), for inactives: at the highest dose activity change, negative = inhibition, actives largely listed as inhibitors | actives 0.28% (n = 200,000) | AID 1379; also: potency is read from the fitted curve at half-maximal effect; % is scaled to controls: 0 for no effect and ±100 for the full control effect; nearly all actives have a fitted effect of over 60% in size
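Luminescence was the read-out, taken after 8-minute incubation at ambient temperature. Luciferase turned over luciferin with 10 uM ATP in imidazole pH 7.2 buffer containing KCl, MgCl2, Tween 20 and BSA.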
NPSR antag – antagonists of human neuropeptide S receptor cAMP signaling; Potency, µM (top dose mostly 38.3 µM), inactives show at the highest dose activity change, negative = inhibition, usual class: inhibitors; CHO-NPSR cells, cAMP TR-FRET, antagonist mode; actives 1% (n = 220,000); also: potency is read from the fitted curve at half-maximal effect; % is scaled to controls: 0 for no effect and ±100 for the full control effect; nearly all actives have a fitted effect of over 50% in size; many of its hits are not listed in these tables
Target sequence (Q6W5P4 whole entry, looked up): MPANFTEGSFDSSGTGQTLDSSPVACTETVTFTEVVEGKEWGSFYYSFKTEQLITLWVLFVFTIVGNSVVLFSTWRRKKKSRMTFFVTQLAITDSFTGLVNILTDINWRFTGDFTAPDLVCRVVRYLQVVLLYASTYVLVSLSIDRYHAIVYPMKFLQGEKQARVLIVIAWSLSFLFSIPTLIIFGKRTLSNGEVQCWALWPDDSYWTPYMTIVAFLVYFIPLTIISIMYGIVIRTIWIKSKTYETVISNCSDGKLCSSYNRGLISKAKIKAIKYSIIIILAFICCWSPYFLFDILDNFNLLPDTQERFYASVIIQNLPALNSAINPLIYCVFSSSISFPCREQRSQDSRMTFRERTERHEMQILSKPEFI
CBFb-RUNX1 inh – CBF-beta/RUNX1 interaction disruption. AID 1477. AlphaScreen CBFb-His/RUNX1-biotin binding, biochemical. 230,000 tested, under 10 active. Q01196+Q13951. Potency, µM (doses to about 59.8 µM), for the others: at the top dose activity, negative = inhibition, most hits filed as inhibitors; also: % of control where 0% means no effect
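Interaction loss through any mechanism counts as activity. Pre-formed complex of His-CBF-beta and biotin-RUNX1 (30 nM apiece) is incubated with compound 15 min, then with 50 ng nickel and 50 ng streptavidin beads for 90 min before AlphaScreen detection.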
LMNA splice mod – modulators of lamin A splicing. HeLa LMNA splicing GFP/RFP minigene ratio, 48 h. Potency, µM (top dose mostly 46.1 µM), for the others: top-dose ratio change, negative = inhibition, most hits filed as inhibitors. actives 0.01% (n = 200,000). AID 1487; active = well fitted inhibition curve with a large enough effect in the signal ratio, with a control signal flat, not every such curve was filed as active; inconclusive = small, poorly fitted or top-dose-only effect, or effect the other way, or a change in a side signal; the % refers to the signal ratio; also: potency is read from the fitted curve at half-maximal effect; % is scaled to controls: 0 for no effect and ±100 for the full control effect
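Read-out is the ratio of GFP to DsRed2 object intensity, acquired by 488 nm laser-scanning cytometry on HeLa lamin A-EGFP minigene reporter cells. Compound incubation 48 hrs at 37 °C in Opti-MEM with 2% FBS; DMSO 0.5% final.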
GLA spleen mod – inhibitors or activators of human alpha-galactosidase in spleen homogenate | actives 0.008% (n = 240,000) | Potency, µM (doses to about 80 µM), for the others: at the highest dose activity change, negative = inhibition, most hits filed as inhibitors | human spleen homogenate, 4MU-alpha-Gal fluorescence, 40 min | P06280;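 also: potency is read from the fitted curve at half-maximal effect; 0% = enzyme with vehicle and -100% = no enzyme basal signal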
Target sequence (P06280 32-429 limits assumed): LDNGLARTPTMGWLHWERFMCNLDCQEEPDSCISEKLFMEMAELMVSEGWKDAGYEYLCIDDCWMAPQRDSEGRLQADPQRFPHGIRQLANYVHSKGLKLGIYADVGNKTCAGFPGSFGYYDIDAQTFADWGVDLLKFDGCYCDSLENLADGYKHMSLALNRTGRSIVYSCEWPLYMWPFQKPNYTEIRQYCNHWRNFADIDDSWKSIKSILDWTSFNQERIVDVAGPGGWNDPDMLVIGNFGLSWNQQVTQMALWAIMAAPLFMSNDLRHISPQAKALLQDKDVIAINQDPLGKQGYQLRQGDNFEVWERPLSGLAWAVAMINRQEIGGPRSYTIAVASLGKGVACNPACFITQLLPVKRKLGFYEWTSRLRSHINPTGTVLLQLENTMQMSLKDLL
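Human spleen homogenate (1 ug) was the enzyme source, with 4-methylumbelliferyl-alpha-D-galactopyranoside (1 mM final) in pH 5.0 citrate buffer with 0.01% Tween-20. Compounds were titrated; after 40 min at 37C, NaOH/glycine stop, 4-MU fluorescence read; AC50 from Hill fits.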
IMPase Li cell – IMPase inhibition in cells with lithium potentiation; Potency, µM (series often up to 59.4 µM), without a hit: at the highest dose activity, negative = IMPase inhibition, most hits filed as inhibitors; AID 1457; actives 0.35% (n = 210,000); CHO-M1 cells, IP1 TR-FRET (IP-One), carbachol + lithium;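 also: IP1 builds up when IMPase is blocked and the TR-FRET signal falls; potency is read from the fitted curve at half-maximal effect; plate controls were basal vehicle for no effect and high inhibitor control for full effect; nearly all actives have a fitted effect of over 50% in size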
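IP1 accumulation measured by competitive TR-FRET in lysed CHO-M1 cells after 30 min compound exposure at 37C, with a small lithium addition to potentiate weak responses. Hill-equation AC50 from ratio and donor-channel data.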
Epigenetic reg – epigenetic control regulation, reporter derepression | Potency, µM (titrated, usually from 53.9 µM), for the others: at the highest dose GFP activation, most hits filed as activators | actives 0.2% (n = 280,000) | AID 1865 | murine LDR cells, GFP reporter derepression, 30 h; also: potency is read from the fitted curve at half-maximal effect; % of control where 0% means no effect; nearly all actives have a fitted effect of over 60% in size
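Murine LDR cells carrying a silenced, genomically integrated CMV-driven GFP reporter were exposed to compound for 30 hours at 37 C. After PBS washes, GFP-positive cells (20–120 um objects) were counted by laser-scanning microplate cytometry.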
Starred values were filed as active, the others as inactive; ? = inconclusive; · = not tested or not shown; & = joins results of further samples; [ ] = dose if it differs, or a comment. Unless noted, calls follow the shape of the dose curve; as a rule, active = well fitted curve in the direction sought with a large enough effect; inconclusive = small, poorly fitted or top-dose-only effect, or another doubt; inactive = no such curve, though single readings can be large; an effect the other way counts as inactive or inconclusive.

SMILES	Luc counter	NPSR antag	CBFb-RUNX1 inh	LMNA splice mod	GLA spleen mod	IMPase Li cell	Epigenetic reg
Cc1cc(C)c(C)c(OCC(=O)NCc2nc(-c3ccccc3)no2)c1	1%	-19%[46.1 µM]	12%	9%	7%	17%[38.3 µM]	-1.1%
CCOC(=O)CN1C(=O)C(Sc2n[nH]c(-c3cccc(C)c3)n2)CCc2ccccc21 (centres undefined)	·	?	-4%	?	16%	·	0.0%
O=C(CSc1ccc2ccccc2n1)N1CCC(c2noc3ccc(F)cc23)CC1	-1%	-17%[46.1 µM]	10%	?	-5%	15%	1.2%
CC(C)(C)NC(=O)NC(=O)COC(=O)Cc1c(Cl)cccc1Cl	3%	-16%	9%	?	-5%	18%	-3.3%
CC(=O)Nc1ccc(C(=O)CSc2nnnn2C(C)C)cc1	-1%	3%[46.1 µM]	-1%	10%	7%	8%[38.3 µM]	-1.1%
CCCCN1C(=O)CCC(C(=O)O)C1c1ccc(OC)cc1 (centres undefined)	0%	15%	6%	5%	0%	-3%	-2.2%
CCOC(=O)COc1cc2c3c(c(=O)oc2cc1C)CCCC3	4%	-9%[46.1 µM]	6%	8%	3%	22%[38.3 µM]	-0.8%
CCOc1ccc(C2=NNC(c3cccs3)=Nc3ccc(OC)cc32)cc1OCC	0%	-21%[46.1 µM]	?	?	2%	13%	-0.8%
CCC(=O)N1CCN(c2cc(N3CCN(C)CC3)c(F)cc2[N+](=O)[O-])CC1	-1%	13%	6%	?	-6%	-4%	-1.9%
Cc1cccn2c(/C=N/OCc3cccc(F)c3)c(-c3ccc(Cl)cc3)nc12	0%	0%[46.1 µM]	2%	3%	7%	15%[38.3 µM]	3.8%
COc1ccc(OC)c(S(=O)(=O)NC2CCCCC2)c1	-4%	-15%[46.1 µM]	2%	1%	-1%	18%[38.3 µM]	-2.5%
Cn1cnnc1Sc1ccc(/C=C(\CC(=O)O)c2nc3ccccc3s2)cc1[N+](=O)[O-]	·	0%	-4%	·	-3%	·	-0.3%
O=c1c(CCc2ccccc2)nc2cnc(Nc3ccccc3)nc2n1C[C@H]1CCCO1	·	·	·	?	2%	7%	·
COCCCNC(=O)CC1C(=O)N(Cc2ccccc2)C(C)c2nc3ccccc3n21 (centres undefined)	0%	5%	11%	?	3%	-1%	0.8%
Cc1ccc(C(=O)NC2CCCc3ccccc32)o1 (centres undefined)	-1%	9%[46.1 µM]	1%	8%	4%	16%[38.3 µM]	0.0%
Cc1cc2oc(=O)cc(-c3ccccc3)c2c(C)c1/C=C/c1ccc(F)cc1	1%[39.9 µM]	·	-2%[89.1 µM]	·	10%[119 µM]	-7%	0.2%
O=C(Oc1ccc2c(c1)OCC2=O)c1ccccc1	-2%	-15%[46.1 µM]	0%	6%	1%	27%[38.3 µM]	-1.1%
COCCOC(=O)c1[nH]c2c(c1C)C(=O)CC(c1cccs1)C2 (centres undefined)	-1%	19%	-7%	-24%[46 µM]	6%	-3%	-3.3%
Cc1cc(CNC(=O)COc2ccc(C)c(C)c2)c2ccccc2n1	-1%	5%	-2%	·	2%	9%	-1.1%
COc1ccc(N)cc1C#N	-2%	9%[46.1 µM]	-12%	4%	-14%	3%[38.3 µM]	-1.3%
CC1(C)CC(=O)C(C(=S)Nc2ccc(F)cc2)=C(NCCN2CCOCC2)C1	2%	-7%	17%	-12%	-3%	-1%	-1.1%
COc1cccc(CNCCNC(=O)c2nonc2N)c1	-2%	-7%[46.1 µM]	3%	11%	-3%	5%[38.3 µM]	-1.0%&-1.2%
CC1CCC2C(=O)N3C(CCC(C)[C@@H]3c3cccc(N4CCOCC4)c3)C(=O)N2C1c1cccc(Br)c1 (some centres undefined)	·	·	5%[13.1 µM]	·	12%[17.5 µM]	·	0.0%[10.1 µM]
COC(=O)c1ccc(C)c(NC(=O)CN(c2cc(OC)ccc2OC)S(C)(=O)=O)c1	-1%	-3%[46.1 µM]	4%	0%	2%	-18%[38.3 µM]	-0.2%
CC(=O)OCC(OC(C)=O)C(OC(C)=O)C(OC(C)=O)C(=O)Nc1cccc(C)c1 (centres undefined)	·	20%	5%	20%[46 µM]	6%	·	-1.1%
Cc1nn(C(C)C(=O)NC2C(=O)N3C(C(=O)O)=C(CSc4nnnn4C)CSC23)cc1Cl (centres undefined)	3%	12%	-5%	·	-9%	-6%	-5.7%
COc1cccc(OCCOCCOc2ccc(C)cc2[N+](=O)[O-])c1	4%	5%	?	-2%	10%	-2%	-1.9%
CCCCCCCC1(C)NC(=O)N(c2ccccc2)N1 (centres undefined)	0%	-14%[46.1 µM]	6%	15%	-5%	14%[38.3 µM]	0.0%
COc1ccccc1/C=C/C=N/n1c(-c2ccco2)n[nH]c1=S	·	43%	-5%	·	-7%	·	0.5%
Cc1nc2ccccn2c1C(=O)N/N=C/c1ccc(CNC(=O)C(=O)Nc2ccccc2)o1	-3%	1%	3%	2%	6%	4%	-1.9%
CC(C)(C)N/C=C(\C#N)S(=O)(=O)c1ccc(Br)cc1	·	16%[7.67 µM]	5%	·	0%	·	1.1%
CCNC(=S)NNC(=O)c1ccoc1C	0%	0%[46.1 µM]	5%	-8%	8%	-1%[38.3 µM]	3.2%
Cc1cccc(-n2c(C)cc(/C=N/O)c2C)c1	-1%	8%	-30%	-6%	-6%	6%	0.0%
Clc1ccc(-c2nc3ccccn3c2CN2CCSCC2)cc1	0%	-53%	-25%	14%[46 µM]	1%	19%	1.3%
C1=C(CCNCC2CCCCC2)CCCC1	-2%	8%[46.1 µM]	3%	-2%	-23%	17%[38.3 µM]	-0.2%
CC(=O)Cc1nsc(NC(=O)c2ccc(-c3ccccc3Cl)o2)n1	-1%	-7%[46.1 µM]	6%	?	-4%	-22%[38.3 µM]	8.3%
CCOc1ccc(/C=N/OCC(=O)Nc2cc(C)on2)cc1	3%	9%	5%	-6%	-1%	-2%	0.0%
COc1ccc(C2(c3ccc(OC(C)=O)cc3OC(C)=O)CC(c3ccccc3)NC(=S)N2)cc1 (centres undefined)	0%	-10%	0%	2%[9.22 µM]	1%	-2%	-0.4%
OCC1(Cc2ccccc2)CCCN(Cc2ccn[nH]2)C1 (centres undefined)	-2%	-12%	-2%	-4%[46 µM]	5%	7%	1.1%
CCNC(=S)Nc1ccc(-c2nc3ccccc3[nH]2)cc1	·	6%	-6%	·	-12%	-26%	0.0%

Reprinted at random: 4 entries already listed
SMILES	Luc counter	NPSR antag	CBFb-RUNX1 inh	LMNA splice mod	GLA spleen mod	IMPase Li cell	Epigenetic reg
COc1ccc(C2(c3ccc(OC(C)=O)cc3OC(C)=O)CC(c3ccccc3)NC(=S)N2)cc1 (centres undefined)	0%	-10%	0%	2%[9.22 µM]	1%	-2%	-0.4%
CCNC(=S)Nc1ccc(-c2nc3ccccc3[nH]2)cc1	·	6%	-6%	·	-12%	-26%	0.0%
CC(=O)Cc1nsc(NC(=O)c2ccc(-c3ccccc3Cl)o2)n1	-1%	-7%[46.1 µM]	6%	?	-4%	-22%[38.3 µM]	8.3%
CC1(C)CC(=O)C(C(=S)Nc2ccc(F)cc2)=C(NCCN2CCOCC2)C1	2%	-7%	17%	-12%	-3%	-1%	-1.1%

(cont.)
SMILES	Luc counter	NPSR antag	CBFb-RUNX1 inh	LMNA splice mod	GLA spleen mod	IMPase Li cell	Epigenetic reg
COc1ccc(Cc2n[nH]c(=S)n2NC(=O)Nc2ccc(Cl)c(Cl)c2)cc1	·	-5%	-3%	·	-7%	·	1.1%
Nc1n[nH]c(N)c1N=Nc1ccccc1	1%	22%	-9%	·	-4%	8%	4.1%
Cc1cc(C)n(C2CC(=O)N(c3ccccc3)C2=O)n1 (centres undefined)	3%	2%	0%	-1%	-18%	14%	-1.0%
O=C(Nc1cc(C(F)(F)F)ccc1N1CCOCC1)c1cccnc1	3%	13%[46.1 µM]	3%	-16%	-2%	1%	0.0%
CCOC(=O)/C(=N/Nc1ccccc1)N1CCCc2ccccc21	-1%	11%	-7%	-9%	13%	8%	0.0%
CC[n+]1ccc(C)c2cc(SC(F)(F)F)ccc21	-2%	8%	6%	·	-2%	-3%	1.8%
CN(C)S(=O)(=O)c1cccc(C(=O)Nc2ccc(N3CCOCC3)cc2)c1	·	8%	-12%	·	7%	·	1.0%
CN1CCN(CCCNC(=O)c2ccc(/C=C3/Sc4ccccc4N(Cc4cccc(Cl)c4)C3=O)cc2)CC1	-1%	-34%	9%	?	-3%	1%	?
COC(=O)C(CC(=O)c1ccc(Cl)cc1)c1ccc(C)cc1 (centres undefined)	2%	-9%[46.1 µM]	?	-8%	-16%	11%	-0.8%
C[C@@H](C(=O)N[C@@H](CO)Cc1ccccc1)[C@@H]1C[C@@]1(C)[C@@H](NC(=O)OCc1ccccc1)c1ccccc1	-4%	·	3%	·	12%	-8%	1.5%
CCOc1ccc(CN2CCN(CCCn3cccn3)CC2CCO)cc1 (centres undefined)	1%	9%	13%	·	10%	7%	-0.1%
O=S(=O)(c1cccc(C(F)(F)F)c1)N1CCN(c2nnnn2-c2ccccc2)CC1	3%	6%[46.1 µM]	3%	1%	1%	-5%[38.3 µM]	-2.1%
Cc1nn(Cc2ccccc2)c(Cl)c1C(=O)OC1CCOC1=O (centres undefined)	4%	-4%[46.1 µM]	-2%	9%	1%	-2%[38.3 µM]	-1.6%
CCCN1Cc2cccc(C(=O)NCc3cccs3)c2C1=O	-2%	-13%[46.1 µM]	3%	10%	14%	-1%[38.3 µM]	-1.1%
CCC(=O)c1cn(CC(=O)NCC2CCCO2)c2ccccc12 (centres undefined)	0%	-12%[7.67 µM]	3%	1%	-2%	3%[38.3 µM]	-2.1%
Cc1occc1C(=O)NNC1=CC(=O)CC(C)(C)C1	2%	15%	1%	2%	1%	1%	1.1%
Cc1ccc(C2C(C(=O)c3sc(C)nc3C)=C(O)C(=O)N2CCN2CCOCC2)o1 (centres undefined)	4%	-9%[46.1 µM]	-2%	9%	-28%	-2%[38.3 µM]	-1.2%
COc1ccc(N2CCN(CC(=O)N3CCC(C)CC3)CC2)cc1	·	-3%[46.1 µM]	-1%	1%	-6%	·	-6.0%
C=CCn1c(Cc2ccc(OC)cc2)nnc1SCC(N)=O	-2%	4%[46.1 µM]	5%	6%	4%	11%[38.3 µM]	0.0%
Cc1n[nH]c(C)c1S(=O)(=O)N1CCN(C(=O)c2ccco2)CC1	-2%	-4%[46.1 µM]	0%	13%	-5%	13%[38.3 µM]	-1.1%

Source: PubChem

This is a subset; count on the stated rates, not on these rows.
